Bioassay records from PubChem.
GIRK2 activator: activators of NPY4-receptor-primed GIRK2 channels, summary, cell-based, HEK293, thallium flux | AID 1259324, 2017 | activation (% efficacy), % for hits at 37.5 µM | 34,000 tested, under 10 active | HEK293 GIRK2/NPY4 cells, thallium flux fluorescence | G protein-activated inward rectifier potassium channel 2 (Homo sapiens), P48051;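 active = primary screen hit, no activity in plain HEK293 cells, and in GIRK2-only cells above 5% efficacy rising with concentration; inactive = the rest, including fluorescent compounds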;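 also: efficacy is normalized control-subtracted fluorescence 15 s after thallium addition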
Target sequence (P48051 whole entry, looked up): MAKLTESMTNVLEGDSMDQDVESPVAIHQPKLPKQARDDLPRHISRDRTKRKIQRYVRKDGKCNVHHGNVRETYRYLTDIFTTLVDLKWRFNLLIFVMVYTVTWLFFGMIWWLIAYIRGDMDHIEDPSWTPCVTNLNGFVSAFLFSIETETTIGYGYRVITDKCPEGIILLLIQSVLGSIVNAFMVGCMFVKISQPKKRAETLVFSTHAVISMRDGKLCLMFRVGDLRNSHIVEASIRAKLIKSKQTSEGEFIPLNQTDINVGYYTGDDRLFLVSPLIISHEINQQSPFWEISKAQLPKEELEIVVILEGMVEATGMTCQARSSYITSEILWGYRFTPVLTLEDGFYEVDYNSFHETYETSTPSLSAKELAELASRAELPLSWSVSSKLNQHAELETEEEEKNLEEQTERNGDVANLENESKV
Calls only; i = inactive.

SMILES	GIRK2 activator
COc1cn(CC(=O)NCc2ccc(F)cc2)c(CSc2ccc(F)cc2)cc1=O	i
COc1cccc(C(CNC(=O)C(=O)NCc2ccccc2)N2CCOCC2)c1 (stereo not given)	i
COc1ccc(C)cc1NC(=O)c1ccc(=O)n(Cc2c(F)cccc2Cl)c1	i
CCOc1ccc(-c2cc(=O)n(CC(=O)N(Cc3ccccc3)c3ccccc3)cn2)cc1	i
Cc1cc(N(C)C)nc(NCCNS(=O)(=O)c2cc(F)ccc2C)n1	i
Cc1ccccc1NC(=O)N(CCc1ccccc1)Cc1ccccn1	i
O=C(Nc1ccc2c(c1)C(=O)N1CCCCC1CCO2)Nc1ccccc1F (stereo not given)	i
COc1ccc(C2(CNC(=O)C(=O)NCc3ccc(C)cc3)CCCC2)cc1	i
CC(C)n1ccc(C(=O)Nc2sc(-c3ccccc3)cc2C(N)=O)n1	i
Cc1cc(C)n(CCN2CCN(C(=O)c3c(-c4ccccc4Cl)noc3C)CC2)n1	i
Cc1c(Cl)ccc2sc(N(CCN3CCOCC3)C(=O)c3ccnn3C)nc12	i
Cc1nn(C2CCS(=O)(=O)C2)c2nc(-c3ccco3)cc(C(=O)NCc3ccncc3)c12 (stereo not given)	i
O=C(NCC1(O)CCOCC1)NC(c1ccccc1)c1ccccc1	i
COc1ccc(NC(=O)Cn2nc3c(cc2=O)CCCC3)cc1Cl	i
COc1ccc(NC(=O)Cc2csc(SCC(=O)c3ccccc3)n2)cc1Cl	i

15 neighbouring entries out of the list so far, for reference:
SMILES	GIRK2 activator
COc1cn(CC(=O)NCc2ccc(F)cc2)c(CSc2ccc(F)cc2)cc1=O	i
COc1cccc(C(CNC(=O)C(=O)NCc2ccccc2)N2CCOCC2)c1 (stereo not given)	i
COc1ccc(C)cc1NC(=O)c1ccc(=O)n(Cc2c(F)cccc2Cl)c1	i
CCOc1ccc(-c2cc(=O)n(CC(=O)N(Cc3ccccc3)c3ccccc3)cn2)cc1	i
Cc1cc(N(C)C)nc(NCCNS(=O)(=O)c2cc(F)ccc2C)n1	i
Cc1ccccc1NC(=O)N(CCc1ccccc1)Cc1ccccn1	i
O=C(Nc1ccc2c(c1)C(=O)N1CCCCC1CCO2)Nc1ccccc1F (stereo not given)	i
COc1ccc(C2(CNC(=O)C(=O)NCc3ccc(C)cc3)CCCC2)cc1	i
CC(C)n1ccc(C(=O)Nc2sc(-c3ccccc3)cc2C(N)=O)n1	i
Cc1cc(C)n(CCN2CCN(C(=O)c3c(-c4ccccc4Cl)noc3C)CC2)n1	i
Cc1c(Cl)ccc2sc(N(CCN3CCOCC3)C(=O)c3ccnn3C)nc12	i
Cc1nn(C2CCS(=O)(=O)C2)c2nc(-c3ccco3)cc(C(=O)NCc3ccncc3)c12 (stereo not given)	i
O=C(NCC1(O)CCOCC1)NC(c1ccccc1)c1ccccc1	i
COc1ccc(NC(=O)Cn2nc3c(cc2=O)CCCC3)cc1Cl	i
COc1ccc(NC(=O)Cc2csc(SCC(=O)c3ccccc3)n2)cc1Cl	i

Other entries follow:
SMILES	GIRK2 activator
Cc1nn(CC(O)COc2ccc3c4c(c(=O)oc3c2)CCC4)c(C)c1Cl (stereo not given)	i
COc1ccc(C(=O)Nc2cc(C)nn2C)cc1OC	i
COc1cccc(NC(=O)Cn2cc(-c3ccc(Cl)cc3)c(N3CCOCC3)n2)c1	i
Cn1nccc1C(=O)Nc1nnc(C2CCCCC2)o1	i
COc1cn(-c2ccc(F)cc2)nc1C(=O)Nc1cccc(C)c1C	i
CCOC(=O)N1CCN(C(=O)c2cc(-c3ccc(F)cc3)c[nH]2)CC1	i
O=S(=O)(NCC1CCN(c2ccccn2)CC1)c1ccc2c(c1)CCCC2	i
CC(C)OCCCNC(=O)Cc1cc(-c2cc3ccccc3o2)on1	i
CS(=O)(=O)c1ccc(Nc2nc(CC(=O)Nc3ccc4c(c3)OCCO4)cs2)cc1	i
CCOc1ccc2ccccc2c1C(=O)NCC(C)(O)c1ccccc1 (stereo not given)	i
O=C(COc1ccccc1)NCCN1CCn2cc(OCc3ccccc3)c(=O)cc2C1=O	i
O=C(CCCS(=O)(=O)c1ccccc1)Nc1ccc(-c2nc3ccccc3s2)cc1	i
O=S(=O)(NCCCCN1CCOC(c2ccccc2)C1)c1cccc(Cl)c1 (stereo not given)	i
Cc1cc(S(=O)(=O)N2CCCN(CCn3cccn3)CC2)c(Cl)cc1Cl	i
O=S(=O)(c1ccc2c(c1)CCCC2)N1CCN(Cc2nnnn2-c2ccc(F)cc2)CC1	i
CC(=O)N1CC(C(=O)Nc2ccon2)C1	i
CSc1ccccc1CN1CCC(CNC(=O)COc2ccc(Cl)cc2)CC1	i
COCCNC(=O)CCn1cnc2c(cnn2-c2ccccc2)c1=O	i
CCOC(=O)N1CCc2nc(NC(=O)CCCS(=O)(=O)c3ccccc3)sc2C1	i
CCc1nnc2ccc(N3CCN(S(=O)(=O)c4ccc(F)c(Cl)c4)CC3)nn12	i
O=S(=O)(NCC(O)c1ccsc1)c1ccc(F)c(Cl)c1 (stereo not given)	i
O=C1c2cc(NC(=O)C3(c4cccs4)CCCC3)ccc2OCCC2CCCCN12 (stereo not given)	i
O=C(NCCCn1nc(-c2cccs2)ccc1=O)c1ccc2c(c1)OCO2	i
O=C(NCCN1CCN(C(=O)CSc2nc3ccccc3s2)CC1)c1cccs1	i
CC(C)(C)NC(=O)N1CCC(CNC(=O)C2CC2)CC1	i
O=C(c1ccco1)N1CCc2ccc(NS(=O)(=O)c3ccccc3Cl)cc21	i
COc1ccc(OC)c(-c2ccc(N3CCN(C(=O)c4ccccc4F)CC3)nn2)c1	i
Cc1cc(NC(=O)c2ccc(Br)cc2)ccc1N1CCCC1=O	i
COc1ccc(-c2cc3c(=O)n(Cc4nc(-c5cccc(Cl)c5)oc4C)ccn3n2)cc1	i
COc1ccc(Cl)cc1NC(=O)C(=O)NCC1(O)CCOCC1	i
CCOc1ccc(CC(=O)Nc2cc(C)no2)cc1	i
Cc1cc(=O)[nH]c(-n2nc(-c3ccco3)cc2NC(=O)C2CC2)n1	i
CC(=O)c1cccc(NC(=O)c2ccc(=O)n(Cc3ccccc3Cl)c2)c1	i
CC(C)N1CCC(CNC(=O)C(=O)Nc2ccc(OC(F)(F)F)cc2)CC1	i
O=C(CSCc1ccccc1)Nc1cccc2c1C(=O)NC2=O	i
CSc1ccccc1C(=O)N1CCOC(c2ccc(C(F)(F)F)cc2)C1 (stereo not given)	i
O=C(NCC(c1ccc(F)cc1)N1CCOCC1)C(=O)Nc1nc2ccccc2s1 (stereo not given)	i
CC(=O)c1cccc(NC(=O)C2CCCN(c3cc(-n4nc(C)cc4C)ncn3)C2)c1 (stereo not given)	i
Cc1nn(C2CCS(=O)(=O)C2)c2nc(-c3ccco3)cc(C(=O)Nc3nc4ccccc4s3)c12 (stereo not given)	i
COc1ccc(S(=O)(=O)CC(=O)Nc2sc3c(c2C#N)CCC3)cc1	i
CCOC(=O)Cc1csc(NC(=O)Cc2cc(-c3ccc(F)cc3)on2)n1	i
Cc1cccnc1NC(=O)COc1ccc2c(c1)C(=O)CC2	i
COc1cccc(C(=O)Nc2ccc3c(c2)CCC(=O)N3Cc2ccccc2)c1OC	i
CCSc1nnc(-c2cn(C)nc2OC)n1CCOC	i
O=C(Cn1c2c(c(=O)n(C3CCCCC3)c1=O)CCC2)NCCCn1ccnc1	i
COc1ccccc1S(=O)(=O)NCC1(O)CCCC1	i
COc1cc(NC(=O)Cn2cnc3c(sc4nc(C)cc(C)c43)c2=O)cc(OC)c1	i
COc1cc(C(=O)Nn2cnc3c(cnn3C(C)(C)C)c2=O)c([N+](=O)[O-])cc1OC	i
CCn1nc(C)cc1C(=O)Nc1ccc(SC)cc1	i
CC(C)(C)NC(=O)C(=O)NCc1cccnc1	i
CCOc1ccc(NC(=O)Cn2nc3c(cc2=O)CCCC3)cc1	i
COc1ccccc1CNC(=O)c1coc(NC(=O)c2ccco2)n1	i
Cc1cc(C(=O)NCCC(O)c2cccs2)no1 (stereo not given)	i
COc1ccc(-c2noc(CSc3nc4ccccc4c(=O)n3C)n2)cc1	i
CCc1nnc(-c2cccc(OCC(=O)Nc3ccc(C(C)=O)cc3)c2)o1	i
Cc1cc(C)cc(NC(=O)N2CCC3(CC2)NC(=O)N(Cc2ccc(Cl)cc2)C3=O)c1	i
Cc1ccc(Cl)c2sc(N(CCN3CCOCC3)C(=O)c3ccno3)nc12	i
Cc1nn(C2CCS(=O)(=O)C2)c2nc(-c3ccccc3)cc(C(=O)NC3CC3)c12 (stereo not given)	i
O=C(CSc1ccc(NC(=O)c2ccco2)nn1)Nc1cc(Cl)cc(Cl)c1	i
CCc1ccccc1NC(=O)C(=O)NCCc1ccc(Cl)cc1	i
(next part)
SMILES	GIRK2 activator
COc1ccc(NC(=O)C(=O)NCC(c2ccco2)N(C)C)cc1OC (stereo not given)	i
N#Cc1cccc(C(=O)NC2CNC(=O)C2)c1 (stereo not given)	i
COc1ccc(NC(=O)Cc2csc(NC(=O)OCC(C)C)n2)cc1Cl	i
CCOC(=O)c1sc(NC(=O)CSc2ccc(NC(=O)C(C)C)nn2)nc1C	i
CC(C)S(=O)(=O)c1cccc(C(=O)Nc2cccc3ccccc23)c1	i
COc1ccc(C(=O)Nc2noc3ncccc23)cc1	i
COc1ccccc1Cc1noc(C2CN(C(=O)Nc3ccc(Cl)c(Cl)c3)C2)n1	i
COc1ccc(Cl)cc1NC(=O)Cn1cc(OC)c(=O)cc1CSc1ccc(C)cc1	i
COc1cccc(CC(=O)NCC2CCN(c3ncccn3)CC2)c1	i
O=C(CC1CCCCN1S(=O)(=O)c1cccs1)Nc1ncccn1 (stereo not given)	i
Cn1ccc(C(=O)NCc2ccccc2)n1	i
O=C(NCCC(O)c1cccs1)c1ccccc1Cl (stereo not given)	i
CCCc1nnsc1C(=O)Nc1ccc2c(c1)CCC(=O)N2CC	i
CS(=O)(=O)N1CCCC1C(=O)Nc1ccc(-c2nc3ccccc3[nH]2)cc1 (stereo not given)	i
COc1ccc(C(=O)N2CCC3(CC2)NC(=O)c2cc(Cl)ccc2N3C)c(OC)c1	i
CN(C)C(=O)C(NC(=O)OC(C)(C)C)c1ccccc1Cl (stereo not given)	i
O=c1c2nnn(-c3ccccc3)c2ncn1Cc1nc(-c2cccc(C(F)(F)F)c2)no1	i
Cc1nc(-c2cccs2)c(CCC(=O)Nc2ccccc2C(F)(F)F)s1	i
CCN1CCN(S(=O)(=O)CCNC(=O)c2c(F)cccc2F)CC1	i
COc1cc(S(=O)(=O)N2CCN(c3ccccc3)CC2)c(C)cc1Br	i
CCn1nc(C(=O)N(CC2CCCO2)c2nc3c(OC)ccc(Cl)c3s2)cc1C (stereo not given)	i
CC1CCCCN1c1ccc(N2CCN(S(=O)(=O)c3ccc([N+](=O)[O-])cc3)CC2)nn1 (stereo not given)	i
CC(C)S(=O)(=O)c1cccc(C(=O)Nc2ccc(S(C)(=O)=O)cc2)c1	i
CCOC(=O)Cc1csc(NC(=O)CN2CCC(c3nnc(-c4ccco4)o3)CC2)n1	i
NS(=O)(=O)c1ccc(NC(=O)CSc2nnnn2-c2cccc3ccccc23)cc1	i
CS(=O)(=O)N1CCCC1C(=O)Nc1nc(-c2ccc(Cl)s2)cs1 (stereo not given)	i
O=C(Cn1cnc2c(sc3cccc(F)c32)c1=O)Nc1ccc2c(c1)OCO2	i
COc1ccccc1-c1cnn2c(Nc3ccc(NC(C)=O)cc3)cc(C)nc12	i
CC(=O)c1ccc(N2CCN(Cc3nc(C4CC(=O)N(c5ccccc5)C4)no3)CC2)cc1 (stereo not given)	i
COc1ccc(NC(=O)CSc2nccn3nc(-c4ccccc4)cc23)c(OC)c1	i
Cc1cc(C)c(NC(=O)Cc2csc(Nc3ccc(F)cc3)n2)c(C)c1	i
COC(=O)N1CCC(CNC(=O)c2cccn(C)c2=O)CC1	i
COc1ccccc1CNC(=O)c1ccc(S(=O)(=O)N(C)C)o1	i
COc1ccccc1-c1ccc(=O)n(CC(=O)N2CCN(C(c3ccccc3)c3ccccc3)CC2)n1	i
Cc1nnc(NC(=O)c2c(C)c3ccccc3oc2=O)s1	i
COC(=O)c1ccc(NC(=O)C(=O)NCC2(O)CCc3ccccc32)cc1 (stereo not given)	i
CCc1ccccc1NC(=O)C(=O)NCC(c1cccn1C)N1CCN(C)CC1 (stereo not given)	i
COCCn1c(=N)c(C(=O)NCc2ccc(C)cc2)cc2c(=O)n3cccc(C)c3nc21	i
Cc1cc(NC(=O)CCCS(=O)(=O)c2ccc(Cl)cc2)n(C(C)C)n1	i
CN(C)S(=O)(=O)c1ccc(C(=O)Nc2nn(C)c3c2C(c2ccco2)CC(=O)N3)cc1 (stereo not given)	i
O=C(CSc1nnc(-c2ccncc2)o1)N1CCC(Cc2ccccc2)CC1	i
CN1C(=O)Cc2cc(NC(=O)NC(C)(C)C)ccc21	i
O=C(Cn1c2ccc(F)cc2c2ncn(Cc3ccccc3)c(=O)c21)Nc1cccc(F)c1	i
CSc1ccccc1CN1CCC(CNC(=O)C(=O)Nc2ccc(F)c(F)c2)CC1	i
COCCn1c(C(=O)Nc2ccc(F)c(Cl)c2)cc2c(=O)n(C)c(=O)n(C)c21	i
COc1ccc(S(=O)(=O)NCC(=O)N2CCOC(c3ccccc3)C2)cc1Cl (stereo not given)	i
Cc1cc(N2CCC(Cc3ccccc3)CC2)nc(-n2cc([N+](=O)[O-])cn2)n1	i
Cn1c(=O)c2c(nc(CN3CCOCC3)n2CC(=O)C(C)(C)C)n(C)c1=O	i
CC1CCCCC1Nc1ncnc2c1nnn2C (stereo not given)	i
CCOC(=O)c1ccc2c(c1)sc(=NC(=O)CS(=O)(=O)Cc1ccccc1)n2C	i
COc1ccc(NC(=O)Cn2cc(-c3ccccc3)c(N3CCOCC3)n2)cc1	i
CN(C)S(=O)(=O)N1CC2CC1C(=O)O2 (stereo not given)	i
Cn1nnc2c(SCC(=O)N3CCN(c4ccccc4)CC3)ncnc21	i
Cc1ccc(CNC(=O)C(=O)Nc2ccc3c(c2)N(C(=O)C(C)C)CCC3)cc1	i

Only part of the results is shown; the hit share may differ from the screen's.
